Screens deposited in PubChem BioAssay by Emory University Molecular Libraries Screening Center.
EP2 antag: EP2 receptor (human) inhibition | hit rate 0.52% among 260,000 | inhibition, % at 25 µM | P43116 | C6 glioma cells expressing human EP2, cAMP TR-FRET; cells stimulated with saturating PGE2;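 active = percent inhibition above 40 after rounding to a whole number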;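 note: rat C6 glioma host cells with rolipram phosphodiesterase inhibitor present; the protocol text gives 20 µM as final concentration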
Target sequence (P43116 whole entry, looked up): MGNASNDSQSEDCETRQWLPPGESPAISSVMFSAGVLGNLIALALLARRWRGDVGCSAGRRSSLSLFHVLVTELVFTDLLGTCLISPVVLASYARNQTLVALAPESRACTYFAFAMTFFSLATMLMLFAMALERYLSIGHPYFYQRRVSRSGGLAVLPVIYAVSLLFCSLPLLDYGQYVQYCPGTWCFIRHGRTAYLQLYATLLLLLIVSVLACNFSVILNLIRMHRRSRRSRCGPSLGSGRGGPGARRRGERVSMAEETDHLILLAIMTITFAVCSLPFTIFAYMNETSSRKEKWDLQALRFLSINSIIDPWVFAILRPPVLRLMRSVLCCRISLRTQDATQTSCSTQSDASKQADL
Numbers without * were called inactive; & = joins results of further samples.

COc1cccc(C(O)CN2CCC(O)(c3ccc(C(F)(F)F)cc3)CC2)c1 (configuration not stated)
  EP2 antag = 7

CCc1c(C)nc2ncnn2c1N1CCN(C(=O)c2ccccc2)CC1
  EP2 antag = 12

CCOc1ccc2[nH]c(=O)c(C(c3nnnn3Cc3ccccc3)N3CCN(C)CC3)cc2c1 (configuration not stated)
  EP2 antag = 14

COc1ccc2c(c1)c1nnc(SCC(=O)N3CCCCC3)nc1n2C
  EP2 antag = 10

CC1(C)Oc2ccc(S(=O)(=O)N3CCC(O)CC3)cc2NC1=O
  EP2 antag = 9

O=C(Nc1nc(-c2ccc(Cl)cc2)cs1)c1ccc2nccnc2c1
  EP2 antag = 11

CC(C)(C)C(=O)Nc1ccc(S(=O)(=O)N2CCCC2)cc1
  EP2 antag = 16

CCn1c(CSc2nc(C)cc(C)n2)nnc1SCC(=O)Nc1cccc(Cl)c1
  EP2 antag = 9

CCc1cccc2c(C#N)cn(CC(=O)Nc3ccc(OC)cc3)c12
  EP2 antag = 9

O=C(Cc1n[nH]c(=O)c2ccccc12)N1CCC(n2nnc(-c3ccc(F)cc3)n2)CC1
  EP2 antag = 1

C=CCOc1cccc(/C=C\c2nc(O)c([N+](=O)[O-])c(=O)[nH]2)c1
  EP2 antag = 12

N=C1C(c2nc3ccccc3c(=O)[nH]2)=C(O)CN1c1ccccc1Cl
  EP2 antag = 13

Cc1cc(N(C)C)nc(N2CCC(C(=O)NC3CCCCC3C)CC2)n1 (configuration not stated)
  EP2 antag = 5

Cc1cc(C)c2cc(CN(C3CCCC3)C(c3nnnn3C3CCCC3)C(C)C)c(=O)[nH]c2c1 (configuration not stated)
  EP2 antag = 8

CCOCCCNc1nc2c(c(=O)[nH]c(=O)n2C)n1Cc1ccccc1
  EP2 antag = 3

O=C(c1ccc2c(c1)OCCO2)N1CCC[C@H]1Cn1nc(-c2ccccc2)ccc1=O
  EP2 antag = 5

CCn1c(COc2ccc(Cl)cc2)nnc1SCC(=O)N1CCCCC1C (configuration not stated)
  EP2 antag = 13

COc1ccc(C(c2nnnn2Cc2ccco2)N2CCN(C)CC2)cc1OC (configuration not stated)
  EP2 antag = 3

CCOc1cc2c(cc1CN[C@@H]1CCC(=O)N[C@H]1c1cc(F)cc(F)c1)OCO2
  EP2 antag = 6

CCNC(=O)C1CCN(S(=O)(=O)c2cc(Cl)ccc2Cl)CC1
  EP2 antag = 7

CCn1c(COc2ccc(OC)cc2)nnc1SC(C)C(=O)Nc1ccccc1C (configuration not stated)
  EP2 antag = 12

Cc1ccc(N2CCCC2=O)cc1S(=O)(=O)Nc1ccc(Cc2ccncc2)cc1
  EP2 antag = 5

COC1C(O)C(O)C(O)[C@@H](O)C1O (some centres not stated)
  EP2 antag = 13

Cc1ccc(C)c(NC(=O)Cn2cc(C(=O)C(C)C)c3ccccc32)c1
  EP2 antag = 5

O=C(CSc1nccc(=O)[nH]1)Nc1ccccc1Br
  EP2 antag = 9

Some of the entries so far, with bars between the fields.
Structure | EP2 antag
CCn1c(CSc2nc(C)cc(C)n2)nnc1SCC(=O)Nc1cccc(Cl)c1 | 9
CCc1cccc2c(C#N)cn(CC(=O)Nc3ccc(OC)cc3)c12 | 9
O=C(Cc1n[nH]c(=O)c2ccccc12)N1CCC(n2nnc(-c3ccc(F)cc3)n2)CC1 | 1
C=CCOc1cccc(/C=C\c2nc(O)c([N+](=O)[O-])c(=O)[nH]2)c1 | 12

The list continues.
CN1CC(C(=O)O)CC1=O (configuration not stated)
  EP2 antag = 18

CC1CCN(C(=O)CSc2ncnc3scc(-c4ccccc4)c23)CC1
  EP2 antag = 30

COc1ccc2c3c(ccc2c1)N[C@H](C(=O)O)CC3
  EP2 antag = 12

CCOc1ccccc1NC(=O)CSc1nccc(=O)[nH]1
  EP2 antag = 13

COc1cc(O)c(C(=O)/C=C/c2ccc(OC)c(O)c2)c(OC)c1
  EP2 antag = 57*

COc1ccc(-n2nnnc2SCC(=O)Nc2cc(OC)cc(OC)c2)cc1
  EP2 antag = 13

Cc1cc(C)c(NC(=O)c2ccncc2)c(C)c1
  EP2 antag = 12

CCc1cccc2c(CC(=O)NCc3nc(-c4ccccc4)no3)c(C)[nH]c12
  EP2 antag = 0

CC(C)N1CCN(C2CCCCCC2)CC1
  EP2 antag = 7

c1ccc(C[n+]2cccc(-c3cc4ccccc4[nH]3)c2)cc1
  EP2 antag = 59*

Cc1cc2ccccc2n2c(SCC(=O)c3ccc(F)cc3)nnc12
  EP2 antag = 6

Cc1c(C#N)c2ccccc2n1CC(=O)NC1CCCCCC1
  EP2 antag = 11

CCOC(=O)N1CCOCCN(C(=O)CC)CCOCC1
  EP2 antag = 6

COc1cc2cc(C)c(SC)nc2cc1OC
  EP2 antag = 21

Cc1cccc(NC(=O)CN2C(=O)C(C)(C)Oc3ccc(C(=O)NC4CCCCC4)cc32)c1
  EP2 antag = 7

COc1ccc2nc(SCC(=O)Nc3cc(C)cc(C)c3)c(C#N)cc2c1
  EP2 antag = 11

COc1ccc(/C(O)=C2/C(=O)C(=O)N(C)C2c2cccnc2)cc1OC (configuration not stated)
  EP2 antag = 11

CCN1CCCC1CNC(=O)C(=O)Nc1ccc(C)cc1 (configuration not stated)
  EP2 antag = 8

C[C@H]1CN(C(=O)c2cc(C3CC3)no2)[C@@H](C)CN1Cc1ccco1
  EP2 antag = 7

O=c1c2ccccc2c2ccccc2c(=O)n1-c1cc2c3ccccc3ccc2c2ccccc12
  EP2 antag = 49*

COc1cc2c(cc1CCNS(=O)(=O)c1ccc3c(c1)OCCO3)CCC2
  EP2 antag = 4

O=C1NC2(CCN(C(=O)c3n[nH]c4c3CCCC4)CC2)Oc2ccccc21
  EP2 antag = 1

CCn1nnc(NC(=O)COc2ccc(Cl)cc2)n1
  EP2 antag = 11

Cc1cnc(NC(=O)CN2CCN(c3cccc(Cl)c3)CC2)s1
  EP2 antag = 16

COc1cccc2c(=O)c(C(=O)NCCc3ccccc3)c[nH]c12
  EP2 antag = 7

O=C(NCCNS(=O)(=O)c1ccc2ccccc2c1)c1cccs1
  EP2 antag = 10

CC(C)c1nnc(NC(=O)Cn2nnc3ccccc32)s1
  EP2 antag = 4

O=C(O)C1Cc2c([nH]c3ccccc23)C(Cc2ccccc2)N1 (configuration not stated)
  EP2 antag = 9

CCCOc1ccc(N2CC(C(=O)Nc3ccc(C(C)=O)cc3)CC2=O)cc1 (configuration not stated)
  EP2 antag = 10

COc1cc(C(=O)O[C@H]2CC[C@@]3(C)[C@@H]4CC[C@H]5[C@]6(O)C[C@H](O)[C@@]7(O)[C@@H](CN8C[C@@H](C)CC[C@H]8[C@@]7(C)O)[C@]6(O)C[C@@]53OC24O)cc(OC)c1OC
  EP2 antag = 12

COc1cccc(NC(=O)c2cc3sccc3n2C)c1
  EP2 antag = 13

CC(=O)C[C@H]1c2cc(C(F)(F)F)ccc2S(=O)(=O)N1C1CCCC1
  EP2 antag = 27

CCC(C)(C)NC(=O)C(c1cccnc1)N(C(=O)Cn1nnc2ccccc21)c1ccccc1F (configuration not stated)
  EP2 antag = 13

COc1cc(C(=O)NCc2nc(-c3ccncc3)n[nH]2)cc(OC)c1OC
  EP2 antag = 6

Cc1ccc(S(=O)(=O)NC(=O)NN2CC3CCCC3C2)cc1 (configuration not stated)
  EP2 antag = 8&11

CN1C(=O)SC(CC(=O)O)C1=O (configuration not stated)
  EP2 antag = 3

COCCn1nnnc1C(c1cc2ccc(OC)cc2[nH]c1=O)N1CCCCCC1 (configuration not stated)
  EP2 antag = 9

COc1ccc(N(Cc2cc3ccccc3[nH]c2=O)C(=O)c2cc(OC)c(OC)c(OC)c2)cc1
  EP2 antag = 12

CC1CCc2c(sc3ncn4c(SCC(=O)Nc5ccc(F)cc5)nnc4c23)C1 (configuration not stated)
  EP2 antag = 10

CC(C)c1ccccc1S(=O)c1ccccc1C(C)(C)O (configuration not stated)
  EP2 antag = 12

CCc1nc2sc3c(c2c2nnc(SCC(=O)Nc4cc(OC)cc(OC)c4)n12)CCCC3
  EP2 antag = 12

O=S1(=O)CCOC[C@H](Cc2ccccc2)N1Cc1cccc(Cl)c1
  EP2 antag = 10

CC(C)(C)N1[C@@H](CC(=O)O)c2cc(C(F)(F)F)ccc2S1(=O)=O
  EP2 antag = 3

CCn1cc(C(=O)N2CCC3(CC2)Nc2cc(OC)ccc2-n2cccc23)c(C)n1
  EP2 antag = 6

Cc1nn(Cc2ccccc2)c(C)c1C(=O)N1CCC2(CC1)NC(=O)c1cccnc1N2C
  EP2 antag = 10

CC1(C(=O)Nc2ccc(Oc3ccc4c(c3)OCO4)cc2)CCCO1 (configuration not stated)
  EP2 antag = 10

CC(=O)O[C@H]1C[C@@H](O)C(C)(C)C2C[C@@H](OC(C)=O)[C@]3(C)C(CC[C@@]4(C)[C@H](c5ccoc5)OC(=O)C5OC543)[C@]21C (some centres not stated)
  EP2 antag = 13

CCOc1cc(NC(=O)C2CCCO2)c(OCC)cc1NC(=O)c1ccc(F)cc1 (configuration not stated)
  EP2 antag = 9

COC(=O)c1ccc(C2C(C(C)=O)=C(O)C(=O)N2CCc2c[nH]c3ccccc23)cc1 (configuration not stated)
  EP2 antag = 8

CCN1CCCC1CN(Cc1ccc(O)cc1)Cc1ccccn1 (configuration not stated)
  EP2 antag = 9

N#Cc1ccc(-c2ccc3c(c2)OCO3)nc1SCC(=O)Nc1ccc(F)cc1F
  EP2 antag = 9

COc1ccc(NC(=O)CSc2nnc3c4c5c(sc4nc(C)n23)CCCC5)cc1
  EP2 antag = 10

Cc1nn(CCC(=O)NC2(c3ccccc3)CCCC2)c(C)c1C
  EP2 antag = 8

CCN(CC)C(=O)C1CCN(S(=O)(=O)c2ccc(F)cc2)CC1
  EP2 antag = 6

CN(C(=O)c1ccco1)c1nnc(-c2ccc(F)cc2)s1
  EP2 antag = 11

C=CCn1c(=O)c(C(=O)NCC[N+](C)(CC)CC)c(O)c2ccccc21
  EP2 antag = 8

Cc1ccc(C(O)CN2CCC(O)(c3cccc(C(F)(F)F)c3)CC2)cc1 (configuration not stated)
  EP2 antag = 9

OCC1OC(n2cnc3c(NCCc4ccccc4)ncnc32)C(O)C1O (configuration not stated)
  EP2 antag = 18

Cc1ccccc1NC(=O)N1CCC(n2nnc3cc(F)ccc32)CC1
  EP2 antag = 6

CCc1cccc2c(/C=C/c3nc(O)c([N+](=O)[O-])c(=O)[nH]3)c[nH]c12
  EP2 antag = 11

COc1ccc(N(C(=O)c2csnn2)C(C(=O)NC(C)(C)C)c2cccc(C)c2)cc1 (configuration not stated)
  EP2 antag = 16

CCN1CCCC1CN(Cc1ccccn1)Cc1cn[nH]c1C(C)(C)C (configuration not stated)
  EP2 antag = 1

COc1cccc(OC)c1C(=O)N[C@@H]1C(=O)N2[C@@H]1SC(C)(C)[C@@H]2C(=O)O
  EP2 antag = 8

Oc1ccc(-c2csc(Nc3ccccc3)n2)cc1O
  EP2 antag = 25

COc1ccc(-c2csc(NC(C)c3nc4cc(C(F)(F)F)ccc4n3CCOCCO)n2)cc1 (configuration not stated)
  EP2 antag = 10

Cc1ccc(-c2nc(C(N)=O)c3[nH]c(=O)n(Cc4ccccc4)c3n2)o1
  EP2 antag = 4

CCN(CC)c1ccc(CN2CCc3c(nc(C)[nH]c3=O)C2)cc1
  EP2 antag = 9

CC1(C)C2CCC(C2)C1(C)NC(=O)Cn1nc(-c2cccs2)cc(N)c1=O (configuration not stated)
  EP2 antag = 7

COc1cc(OC)cc(C(=O)N2CCC(n3nnc4ccccc4c3=O)CC2)c1
  EP2 antag = 9

CCC(=O)O[C@H]1CCC2C3CCc4cc(O)ccc4C3CC[C@@]21C (some centres not stated)
  EP2 antag = 11

CC(C)(C)NC(=O)CN(CC1CCCO1)C(=O)CNS(=O)(=O)c1ccc(F)cc1 (configuration not stated)
  EP2 antag = 12

CCOc1cccc(C2C(C(=O)c3ccc(C)o3)=C(O)C(=O)N2CCCn2ccnc2)c1 (configuration not stated)
  EP2 antag = 10

CC(C)(C)NC(=O)Cn1nc(-c2cccs2)cc(N)c1=O
  EP2 antag = 6

O=c1[nH]c(=S)[nH]c(-c2ccccc2)c1Cc1c(O)ccc2ccccc12
  EP2 antag = 46*

CS(=O)(=O)N(CC(=O)NCc1ccco1)c1cccc(Cl)c1
  EP2 antag = 6

COc1cccc(C2(NC(=O)c3snnc3C)CCCC2)c1
  EP2 antag = 2

CNC(=O)COc1ccc(S(=O)(=O)N2CCCC2)cc1
  EP2 antag = 4

NCCNC(=O)c1cccnc1
  EP2 antag = 12

CC(C)c1nc2sc3c(c2c2nnc(SCC(=O)Nc4ccccc4F)n12)CCCC3
  EP2 antag = 9

Cc1ccc(N(C(=O)c2csnn2)C(C(=O)NC2CCCCC2)c2ccccn2)cc1C (configuration not stated)
  EP2 antag = 17

O=C1CCC[C@H]1C(=O)Nc1ccc2ccccc2c1
  EP2 antag = 11

Cc1ccccc1NC(=O)CSc1nnc2c3c4c(sc3nc(C)n12)CCCC4
  EP2 antag = 14

Cc1ccc2c(C(O)CN3CCC4(CC3)CC(O)c3ccccc3O4)c(C)[nH]c2c1 (configuration not stated)
  EP2 antag = 13

CC(C)(C)C1(O)CC(C(F)(F)F)=NN1C(=O)c1ccc(Cl)cc1 (configuration not stated)
  EP2 antag = 7

COc1ccc(-c2ccc(SCC(=O)Nc3ccc(N(C)C)cc3)nn2)cc1OC
  EP2 antag = 6

CN(C)CCCN1C(=O)C(=O)/C(=C(\O)c2ccc(Cl)cc2)C1c1ccccn1 (configuration not stated)
  EP2 antag = 12

C=C1CCN([C@@H](Cc2ccccc2)C(=O)NCc2ccc(Cl)cc2)S(=O)(=O)c2ccccc21
  EP2 antag = 10

CC1CCCN(C(=O)c2ccc(F)cc2)C1 (configuration not stated)
  EP2 antag = 8

COc1ccc(-c2cc(C(F)(F)F)nc(SCC(=O)Nc3ccc(F)cc3C)n2)cc1OC
  EP2 antag = 9

4 of these compounds, set out differently:
| Molecule | EP2 antag |
| --- | --- |
| CC(C)c1nc2sc3c(c2c2nnc(SCC(=O)Nc4ccccc4F)n12)CCCC3 | 9 |
| Cc1ccc(N(C(=O)c2csnn2)C(C(=O)NC2CCCCC2)c2ccccn2)cc1C (configuration not stated) | 17 |
| O=C1CCC[C@H]1C(=O)Nc1ccc2ccccc2c1 | 11 |
| Cc1ccccc1NC(=O)CSc1nnc2c3c4c(sc3nc(C)n12)CCCC4 | 14 |

Only part of the results is shown. The share of hits here may be higher or lower than overall.
